From PubChem BioAssay
S2 tox – cell viability loss in ATXN counter-screen. 0.49% of 400,000 active. S2 cells (HEK-293 line with an ATXN2-luciferase reporter) viability, CellTiter-Fluor protease fluorescence, 24 h. AID 651635. Potency, µM (highest dose often 56.7 µM), most hits filed as cytotoxic; note: nearly all actives have a fitted effect of over 40% in size
Nrf2 ARE act – activates Nrf2 signaling | AREc32 ARE-luciferase reporter (MCF7-derived line), luminescence, 24 h | Potency, µM (doses to about 46.1 µM), without a hit: at the highest dose activation, most hits filed as activators | 0.31% of 410,000 active | AID 624171; note: % of control where 0% means no effect; nearly all actives have a fitted effect of over 65% in size
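ARE activation measured as luciferase luminescence (Steady-Glo, 30 min RT) in AREc32_Fluc cells after 24 hr compound exposure at 37 deg C, 5% CO2; cells seeded overnight at 1000/well in OPTI-MEM, 5% FBS.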
EPAC2 antag – blocks human EPAC2 exchange factor; Q8WZA2; EPAC2 GEF exchange of Rap1B-BODIPY-GDP, fluorescence; Potency, µM (series often up to 114 µM), for the others: at the highest dose activity, negative = inhibition, usual class: inhibitors; 0.18% of 360,000 active; note: % is set by controls: 0 for no effect and ±100 for the full control effect; nearly all actives have a fitted effect of over 45% in size; many of its hits are not listed in these tables
Target sequence (Q8WZA2 whole entry, looked up): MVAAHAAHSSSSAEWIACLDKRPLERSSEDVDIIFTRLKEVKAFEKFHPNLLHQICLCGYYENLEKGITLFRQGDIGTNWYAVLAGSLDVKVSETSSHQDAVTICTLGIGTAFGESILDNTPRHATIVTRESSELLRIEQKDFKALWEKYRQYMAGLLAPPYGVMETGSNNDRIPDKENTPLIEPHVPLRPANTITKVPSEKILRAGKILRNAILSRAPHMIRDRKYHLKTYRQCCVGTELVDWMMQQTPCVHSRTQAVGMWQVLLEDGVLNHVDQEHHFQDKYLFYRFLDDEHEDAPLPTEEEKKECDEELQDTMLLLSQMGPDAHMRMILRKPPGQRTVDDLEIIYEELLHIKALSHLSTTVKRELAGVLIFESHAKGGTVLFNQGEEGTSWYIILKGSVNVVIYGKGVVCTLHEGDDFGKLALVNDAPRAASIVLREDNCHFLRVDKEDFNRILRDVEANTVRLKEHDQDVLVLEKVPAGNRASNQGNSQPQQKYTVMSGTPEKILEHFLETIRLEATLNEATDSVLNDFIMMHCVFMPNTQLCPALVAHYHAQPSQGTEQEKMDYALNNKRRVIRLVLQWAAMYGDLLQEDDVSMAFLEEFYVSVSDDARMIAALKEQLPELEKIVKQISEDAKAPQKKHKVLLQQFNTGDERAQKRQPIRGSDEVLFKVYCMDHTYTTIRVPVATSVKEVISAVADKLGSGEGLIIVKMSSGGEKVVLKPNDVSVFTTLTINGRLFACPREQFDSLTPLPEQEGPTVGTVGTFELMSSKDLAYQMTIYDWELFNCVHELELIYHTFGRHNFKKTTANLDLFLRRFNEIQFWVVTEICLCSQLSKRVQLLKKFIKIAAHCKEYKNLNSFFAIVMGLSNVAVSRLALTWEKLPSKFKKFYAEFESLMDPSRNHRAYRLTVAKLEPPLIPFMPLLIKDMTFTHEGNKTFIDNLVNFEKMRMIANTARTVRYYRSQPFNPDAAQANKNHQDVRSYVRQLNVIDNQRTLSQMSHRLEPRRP
MCF10A rereplic – induces DNA re-replication in MCF 10a normal breast cells; MCF 10A DNA re-replication, Hoechst nuclear intensity, 48 h; Potency, µM (top dose mostly 46.1 µM), without a hit: top-dose activity, positive = re-replication, most hits filed as activators; 2.9% of 350,000 active; note: % of control where 0% means no effect; nearly all actives have a fitted effect of over 50% in size
TGFb inhibitor – blocks TGF-b signaling | AID 588855 | Potency, µM (top dose mostly 46.1 µM), without a hit: top-dose activity, negative = inhibition, hits mostly inhibitors | HepG2 CAGA-GFP TGF-b/SMAD3 reporter, GFP fluorescence, 18 h; TGF-beta stimulated, 500 pg/mL final | 1.2% of 410,000 active; note: % is set by controls: 0 for no effect and ±100 for the full control effect; nearly all actives have a fitted effect of over 65% in size
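HEPG2 CAGA-GFP, 1000 cells/well; 2 h settle, 37 C; cpd via pin tool; TGF-b 500 pg/mL final; 18 h, 37 C; GFP imaging ex488/em500-530; %Activity normalised to -TGF-b and +DMSO controls; CRC fit, curve class.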
Nrf2 block – blocks Nrf2 signaling. 2.1% of 360,000 active. Potency, µM (titrated, usually from 46 µM), inactives show top-dose activity change, negative = inhibition, actives largely listed as inhibitors. A549 ARE-Fluc reporter, luciferase luminescence, 18-24 h; note: % is set by controls: 0 for no effect and ±100 for the full control effect; nearly all actives have a fitted effect of over 60% in size
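Two sequential reads on A549 ARE_Fluc cells exposed to compound for 18-24 h: a CellTiter-Fluor fluorescence read for viability, then a luciferase luminescence read for Nrf2/ARE activity.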
ATXN2 expr inh – inhibitors of ATXN2 expression. HEK-293 ATXN2-luciferase reporter, luminescence, 24 h. Potency, µM (doses to about 57 µM), for inactives: top-dose activity change, negative = inhibition, usual class: inhibitors. 0.72% of 360,000 active; note: % is set by controls: 0 for no effect and ±100 for the full control effect; nearly all actives have a fitted effect of over 55% in size
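qHTS (up to 57 uM final) was run with 24 h compound exposure of reporter cells at 37 °C. Each well was multiplexed: SteadyGlo luminescence measured ATXN2-luciferase expression after a fluorogenic Gly-Phe-AFC viability readout (25 uM final).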
HepG2 tox – HepG2 cytotoxicity, counter-screen for TGF-b inhibitors. HepG2 CAGA-GFP viability, ATP luminescence, 18 h. Potency, µM (top dose mostly 46.1 µM), without a hit: at the highest dose activity change, negative = cytotoxicity, usual class: cytotoxic. 0.76% of 410,000 active; note: some results filed as inactive show a strong effect at the top dose
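CellTiter-Glo luminescence gave cytotoxicity after 18 hours at 37 degrees C. The cells were HepG2 CAGA-GFP in 1% FBS DMEM, stimulated with 500 pg/mL TGF-beta after compound addition. %Activity was normalised to no-cell wells (complete cell-killing) and DMSO (no toxicity), and curves were fitted and classified.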
A549 tox – kills or reduces viability of A549 cells in Nrf2 counter-screen | A549 ARE-Fluc cells, CellTiter-Fluor viability, 18-24 h | Potency, µM (titrated, usually from 46 µM), without a hit: top-dose activity change, negative = cytotoxicity, hits mostly inhibitors | 0.16% of 390,000 active | AID 504648; note: % is set by controls: 0 for no effect and ±100 for the full control effect
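Cytotoxicity counterscreen: CellTiter-Fluor fluorescence was measured in A549 ARE_Fluc cells after 18-24 h of compound exposure in a concentration series. The subsequent BugLite luminescent read reports ARE-luciferase activity.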
* = called active by the depositor; i = inactive; ? = inconclusive; . = no result given; & = joins results of further samples; [ ] = dose if it differs, or a comment. Calls come from the whole dose curve; as a rule, active = well fitted curve in the direction sought with a large enough effect; inconclusive = small, poorly fitted or top-dose-only effect, or another doubt; inactive = no such curve, though single readings can be large; an effect the other way counts as inactive or inconclusive. Potency is the fitted concentration of half-maximal effect. These rows are one share of the data (hit frequency here may not be typical).

The first 2 records as a preview:
Values run as follows: S2 tox | Nrf2 ARE act | EPAC2 antag | MCF10A rereplic | TGFb inhibitor | Nrf2 block | ATXN2 expr inh | HepG2 tox | A549 tox
COc1ccccc1N1CCN(C(=O)c2cc(=O)c3ccc(C)cc3o2)CC1
 : i | -0.6% | -10.4% | 4.1% | -2.7% | 2.3% | . | 8.5% | -0.5%
O=C(NN=C1C2CC3CC(C2)CC1C3)c1ccccc1O
 : i | 1.3% | 1.8% | 18.5% | 21.9% | 0.7% | 5.6% | -4.5% | 1.5%

The whole of this part, repeating the preview:
Values run as follows: S2 tox | Nrf2 ARE act | EPAC2 antag | MCF10A rereplic | TGFb inhibitor | Nrf2 block | ATXN2 expr inh | HepG2 tox | A549 tox
COc1ccccc1N1CCN(C(=O)c2cc(=O)c3ccc(C)cc3o2)CC1
 : i | -0.6% | -10.4% | 4.1% | -2.7% | 2.3% | . | 8.5% | -0.5%
O=C(NN=C1C2CC3CC(C2)CC1C3)c1ccccc1O
 : i | 1.3% | 1.8% | 18.5% | 21.9% | 0.7% | 5.6% | -4.5% | 1.5%
CC(=O)Oc1cccc(/C=N\NC(=O)C(=O)N/N=C/c2cccc(OC(C)=O)c2)c1
 : i | -0.2% | -2.6% | 2.7% | -0.7% | -15.7% | 7.2% | 1.4% | -2.1%
COc1ccccc1/C=C/C(=O)OC(C)CN1CCCCC1 (stereo not drawn)
 : i | -0.8% | -5.0% | 1.1% | 1.7% | -27.7% | -11.5% | -14.3% | 0.0%
CCOC(=O)C1C(=O)CC(O)(c2ccccc2)CC1c1ccccc1 (stereo not drawn)
 : i | 4.2% | -0.9% | 16.8% | -32.0% | -7.8% | -14.9% | -17.7% | 1.3%
COc1ccc2c(c1OC)C(=O)N(c1ccc(C)cc1)C2
 : i | 0.3% | 9.0% | -0.5% | -21.4% | ? | -3.1% | -71.6% | 0.6%
COc1ccc(C2=C(C=C(C#N)C#N)C(c3ccccc3C)c3ccccc3O2)cc1OC (stereo not drawn)
 : i | 9.6% | 21.0% | -52.9%[inhibitor] | ? | ? | ? | 15.3% | ?
COc1cc(NC(=O)c2cnc(N)o2)cc(C(=O)Nc2cccc(C(F)(F)F)c2)c1
 : 20µM* | -4.0%&2.9% | -6.3%&-7.6% | 3.8% | ? | ? | ? | -51.7%&-17.0% | -14.7%
CCC(C)C(NC(=O)OCc1ccccc1)C(=O)OCN1C(=O)c2ccccc2C1=O (stereo not drawn)
 : i | -0.6% | -16.9% | -8.2% | -1.2% | 17.5% | -0.3% | -27.3% | 2.3%
CCC[C@@H](NS(=O)(=O)c1ccc(C)cc1)C(=O)Oc1ccc2c3c(c(=O)oc2c1)CCC3
 : i | 0.9% | 0.2% | ? | ? | 3.8% | -0.3% | -10.5% | 4.4%

Further records:
Values run as follows: S2 tox | Nrf2 ARE act | EPAC2 antag | MCF10A rereplic | TGFb inhibitor | Nrf2 block | ATXN2 expr inh | HepG2 tox | A549 tox
CCCCNC(=O)c1ccc2c(c1)N(Cc1ccc(F)cc1)C(=O)c1ccccc1S2=O (stereo not drawn)
 : i | -1.0% | . | . | 0.0% | -17.7% | 5.3% | -4.7% | -10.9%
COc1ccc(NS(=O)(=O)c2cccc(NC(=O)c3ccc(Cl)nc3)c2)cc1
 : i | 0.1% | -3.7% | -6.5% | ? | 0.581µM* | -21.4%[11.3 µM] | 1.2% | ?
CC(=O)NC(CC(=O)O)C(=O)O (stereo not drawn)
 : i | -0.7% | 12.0% | 1.5% | 10.0% | ? | 9.3% | 8.1% | -6.2%
COc1ccc(S(=O)(=O)N2CCOCC2)cc1NC(=O)[C@@H]1CCCN1C(=O)c1cccs1
 : ? | 0.4% | 1.9% | -7.1% | -22.9% | -1.4% | -34.2% | -7.6% | -2.9%
O=C(c1ccc(S(=O)(=O)N2CCc3ccccc3C2)cc1)N1CCCCC1
 : i | 3.9% | -5.0%[57.1 µM] | 11.2% | -20.9% | -15.6% | . | -12.7% | 21.4%
C=CCSc1nsc(NC(=O)Nc2ccc(F)cc2)n1
 : 8.91µM* | 0.3% | -6.7% | ? | 6.31µM* | ? | ? | -37.9% | ?
CCN(c1ccccc1)c1nc(N)nc(C#N)n1
 : . | . | . | . | -0.9% | ? | . | 18.8% | -0.5%
CN(C)c1ccc(-c2ccnc3c2CC(C)(C(=O)NCCC(F)(F)F)O3)cc1 (stereo not drawn)
 : i | 0.5% | -12.5% | . | -5.0% | . | -20.5% | -15.1% | .
O=C(Nc1nc2c(s1)CCc1ccccc1-2)c1cccs1
 : i | 12.2% | -11.6% | ? | ? | ? | 17.4% | -25.5% | -15.9%
O=C(/C=C/c1ccc(F)cc1)c1cc(Br)ccc1O
 : i | 21.4% | -17.7% | 103.1% | -19.9% | 1.5% | 18.0% | -32.2% | -2.1%

(cont.)
Values run as follows: S2 tox | Nrf2 ARE act | EPAC2 antag | MCF10A rereplic | TGFb inhibitor | Nrf2 block | ATXN2 expr inh | HepG2 tox | A549 tox
O=C(c1ccco1)N1C(=O)c2cccc3c(S(=O)(=O)N4CCCC4)ccc1c23
 : i | -0.2% | -7.4% | -1.0% | 7.2% | . | 26.3% | -72.2% | 7.1%
CN(C)CCCOC(=O)c1ccc(Cl)cc1Cl
 : i | 0.3% | 6.5% | -1.7% | 0.0% | 1.5% | 8.5% | 5.0% | -8.7%
Cc1ccc(-n2c(SCC(=O)N3CCOCC3)nc(O)c(Cc3ccccc3)c2=O)cc1
 : i | -0.2% | 9.8% | -1.4% | 0.3% | 5.5% | 9.7% | -1.0% | 0.2%
Cn1c(=O)c2c(nc(Br)n2Cc2ccccc2Cl)n(C)c1=O
 : i | -0.7% | 8.1% | -0.1% | 17.1% | . | 0.1% | 11.3% | -0.5%
COc1ccccc1C(CNC(=O)COc1cc(C)ccc1Cl)N1CCCC1 (stereo not drawn)
 : i | 0.2% | -9.8% | -1.3% | -13.4% | -7.8% | -11.2% | -31.1% | 1.6%
Cc1ccc(NC(=O)CSCC(=O)NC2=NCCS2)cc1
 : i | 0.1% | -3.7% | -5.8% | -7.6% | 23.0% | 12.4% | 3.4% | -0.6%
O=C(COc1cccc(C(F)(F)F)c1)NCC(c1cccs1)N1CCOCC1 (stereo not drawn)
 : i | 3.1% | 4.6% | 1.6% | ? | -11.6% | -16.0% | -37.1% | 1.5%
O=C1CC2(CCCC2)Oc2ccc(Cl)cc21
 : i | 0.1% | 6.9% | -11.7% | -4.2% | 11.3% | 4.3% | 16.2% | -0.9%
COc1ccc(S(=O)(=O)NC2CCCCC2)c(C)c1C
 : i | 2.5% | ? | 19.1% | 30.7%[activator] | . | -6.7% | 2.2% | -6.9%
COc1cccc(NC(=S)NCc2ccccn2)c1
 : i | 2.6% | -7.5% | ? | -10.6% | 28.5% | 34.0% | -7.9% | 2.1%

Carrying on.
Values run as follows: S2 tox | Nrf2 ARE act | EPAC2 antag | MCF10A rereplic | TGFb inhibitor | Nrf2 block | ATXN2 expr inh | HepG2 tox | A549 tox
COc1ccccc1N1CCN(C(=O)c2cccc(S(=O)(=O)N3c4ccccc4CC3C)c2)CC1 (stereo not drawn)
 : ? | -1.3% | -14.0% | ? | ? | ? | ? | -13.9% | -18.5%
COc1ccc(C)cc1NC(=O)C1CCN(S(=O)(=O)Cc2ccccc2)CC1
 : i | -0.7% | . | . | -5.0% | 9.9% | -5.5% | -16.3% | -0.3%
COc1ccc(N2C(C)=CS/C2=C(/C#N)c2nnc(N3CCOCC3)n2-c2ccccc2)cc1
 : i | 0.2% | 11.4% | -9.1% | -5.1% | 0.2% | 5.8% | -6.6% | -6.0%
Cc1sc2ncnc(NCCCN3CCCC3=O)c2c1C
 : ? | -0.8% | -1.4% | 26.2% | 12.4% | 5.4% | -12.6% | -10.6% | -1.7%
O=C(NCCc1c[nH]c2ccccc12)c1c(Cl)nc2sccn12
 : i | 3.2% | -2.7% | 0.6% | 17.9% | -0.3% | 2.5% | 21.1% | 1.6%
CC(=O)NC1(C(F)(F)F)C(=O)Nc2c1c(=O)[nH]c(=O)n2CC(C)C (stereo not drawn)
 : i | -0.2% | 4.7% | -4.0% | 9.5% | 2.5% | -5.5% | -14.3% | 0.2%
CC1(C)CC(=O)C(CS(=O)(=O)c2ccccc2)=C(O)C1
 : i | 0.4% | 0.1% | 8.4% | 3.1% | 19.7% | 9.1% | 0.5% | -0.9%
COc1cc2c(cc1OC)CN(Cc1cc(OC)c3c(c1)OCO3)CC2
 : i | -1.0% | 1.0% | 9.2% | -2.1% | -27.6% | -15.7% | -27.7% | -9.7%
CC1=C(C(=O)N(C(C)C)C(C)C)CC(CC(=O)NC2CCCCC2)C(=O)N1CCCN1CCCC1=O (stereo not drawn)
 : i | -1.1% | 9.0% | . | -34.2% | . | 12.4% | -26.2% | .
CCOC(=O)c1c(C)[nH]c(C)c1S(=O)(=O)N1CCCC(C(=O)Nc2ncccc2C)C1 (stereo not drawn)
 : i | -0.4% | . | . | -16.2% | 27.1% | 6.5% | 8.1% | -0.6%

Following part
Values run as follows: S2 tox | Nrf2 ARE act | EPAC2 antag | MCF10A rereplic | TGFb inhibitor | Nrf2 block | ATXN2 expr inh | HepG2 tox | A549 tox
COc1ccc(C(=O)CSc2nc(N)nc(SC)c2C#N)cc1
 : i | 17.6% | 12.9% | 328.6%[0.0737 µM] | 9.7% | -26.0% | -11.7% | 8.7% | -5.4%
CCOC(=O)c1nnn(-c2nonc2N)c1CSc1ccc(C)cc1
 : i | 0.3% | -20.3% | ? | -5.2% | -6.9% | 5.9% | 0.0% | -4.9%
c1cncc(CNc2c3c(nc4nnnn24)CCCC3)c1
 : i | -0.6% | -3.0% | 0.6% | -8.4% | 9.6% | 1.4% | -0.9% | 5.2%
COc1ccc(C2CC(c3ccccc3)=NN2S(=O)(=O)c2ccccc2)cc1 (stereo not drawn)
 : i | 0.2% | ? | 20.4% | ? | ? | . | -4.6% | 5.8%
CCN(CC)C(=O)C1CCCN(C(=S)Nc2cccc3ccccc23)C1 (stereo not drawn)
 : i | 0.0%[9.22 µM] | 3.2% | -1.3% | -7.2% | -2.7% | -0.4% | -10.9% | 0.8%
Cc1nc2ccccc2c(=O)n1/N=C/c1ccccn1
 : i | -0.6% | -7.9% | ? | 0.0% | 27.2% | 27.1% | -9.5% | 1.3%
Nc1cc(=O)[nH]c(SCC(=O)N2CCCCC2)n1
 : i | -0.5% | 5.7% | 2.9% | 7.7% | -12.1% | -8.7% | 3.4% | 7.0%
